Source: PubChem BioAssay
aGlu spleen mod: lysosomal alpha-glucosidase (human) modulation. 0.006% of 240,000 active. AID 2112. human spleen homogenate, 4-MU-alpha-glucoside fluorescence. Potency, µM (titrated, usually from 79.9 µM), without a hit: top-dose activity change, negative = inhibition, usual class: inhibitors. P10253;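 further: 0% = enzyme with vehicle and -100% = no enzyme basal signal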
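Human spleen homogenate (1 ug) incubated with compounds and 1 mM 4-methylumbelliferyl-alpha-D-glucopyranoside in pH 5.0 citrate/phosphate buffer, 37 C, 40 min. Stopped at pH 10; 4-MU fluorescence (Ex 365/Em 440 nm); AC50 by Hill fit.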
SMN2 splice up: enhancers of SMN2 splice variant expression; 2.8% of 210,000 active; Potency, µM (top dose mostly 46.1 µM), for inactives: at the highest dose activity change, positive = activation, hits mostly activators; HEK293 SMN2-luciferase splicing reporter, luminescence, 30-36 h; AID 1458; further: % of control where 0% means no effect; nearly all actives have a fitted effect of over 55% in size
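HEK293 cells carry an SMN2 minigene-luciferase reporter in which exon 7 inclusion puts luciferase in frame. Cells were seeded at 2000 cells/well, attached for 10-12 hours, then exposed to compounds for 30-36 hours at 37C before ONE-Glo luminescence.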
GoLoco inh red: blocks human Gai1 binding to RGS12 GoLoco peptide, red readout | P63096 | Gai1:RGS12 GoLoco peptide FP, rhodamine, 10 min | Potency, µM (top dose mostly 61.6 µM), for inactives: at the highest dose activity, negative = inhibition, most hits filed as inhibitors | 0.44% of 230,000 active | AID 880; active means well fitted inhibition curve with a large enough effect, not every such curve was filed as active; inactive means no such curve, though single readings can be large or run the other way; further: on the % scale 0 is the no-effect control and ±100 the full control effect; nearly all actives have a fitted effect of over 30% in size; many of its hits are not listed in these tables
Target sequence (P63096 whole entry, looked up): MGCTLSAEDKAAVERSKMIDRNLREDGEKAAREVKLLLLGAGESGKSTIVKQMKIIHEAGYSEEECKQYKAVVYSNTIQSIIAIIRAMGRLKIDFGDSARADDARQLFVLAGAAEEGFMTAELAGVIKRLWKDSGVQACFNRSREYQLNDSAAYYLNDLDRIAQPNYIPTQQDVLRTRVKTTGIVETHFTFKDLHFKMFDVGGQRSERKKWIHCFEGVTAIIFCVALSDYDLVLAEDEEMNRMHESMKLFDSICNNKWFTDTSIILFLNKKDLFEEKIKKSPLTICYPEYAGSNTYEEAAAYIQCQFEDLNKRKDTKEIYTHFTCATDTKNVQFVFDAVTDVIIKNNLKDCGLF
JMJD2E inh: blocks human JMJD2E demethylase activity; JMJD2E catalytic domain, FDH-coupled NADH fluorescence (FDH is formaldehyde dehydrogenase); 1.6% of 230,000 active; Potency, µM (series often up to 57.1 µM), without a hit: at the highest dose activity change, negative = inhibition, most hits filed as inhibitors; B2RXH2; active means well fitted inhibition curve with a large enough effect, not every such curve was filed as active; inconclusive means small, poorly fitted or top-dose-only effect, or another doubt; inactive means no such curve, though single readings can be large or run the other way;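 further: 0% = wells with enzyme and -100% = buffer wells without enzyme; nearly all actives have a fitted effect of over 50% in size; many of its hits are not listed in these tables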
Target sequence (B2RXH2 1-337 limits assumed): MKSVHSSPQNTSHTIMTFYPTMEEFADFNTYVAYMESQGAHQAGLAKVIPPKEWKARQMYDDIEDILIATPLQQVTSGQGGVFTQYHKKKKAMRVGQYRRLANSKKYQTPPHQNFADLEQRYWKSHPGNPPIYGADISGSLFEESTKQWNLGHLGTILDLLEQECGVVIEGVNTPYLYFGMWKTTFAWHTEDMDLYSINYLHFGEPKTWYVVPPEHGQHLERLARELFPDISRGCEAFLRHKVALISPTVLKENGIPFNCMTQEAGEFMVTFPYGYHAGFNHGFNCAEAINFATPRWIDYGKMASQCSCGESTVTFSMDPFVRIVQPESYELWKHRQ
GAA inh: inhibitors of human lysosomal alpha-glucosidase | Potency, µM (titrated, usually from 76.9 µM), for inactives: at the top dose activity change, negative = inhibition, actives largely listed as inhibitors | 0.005% of 200,000 active | AID 1466 | purified human GAA, 4-MU-alpha-glucoside fluorescence | P10253;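 further: plate controls were uninhibited enzyme wells for no effect and no-enzyme background for full effect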
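Compounds are titrated up to 77 uM against 4 nM human enzyme. Substrate 4-methylumbelliferyl-alpha-D-pyranoside (400 uM) reacts 20 min at room temperature in pH 5.0 buffer; liberated 4-methylumbelliferone is read at 440 nm.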
GAA glycogen: alters human alpha-glucosidase cleavage of glycogen; Potency, µM (top dose mostly 76.4 µM), for inactives: at the highest dose activity change, negative = inhibition, hits mostly inhibitors; 0.38% of 300,000 active; recombinant GAA, glycogen substrate, Amplex Red glucose oxidase fluorescence;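 further: 0% = full enzyme reaction and -100% = no-enzyme basal signal; the screen sought inhibitors and activators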
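Recombinant human alpha-glucosidase (4 nM final) hydrolysed bovine liver glycogen (30 ug) for 40 min at 37 C in pH 5.0 citrate/phosphate with 0.01% Tween-20. Released glucose detected by glucose oxidase/Amplex Red, Ex 573/Em 610 nm. Compounds up to 77 uM; AC50 from Hill fits.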
aGal spleen mod: alpha-galactosidase A (human) modulation; P06280; human spleen homogenate, 4MU-alpha-Gal fluorescence, 40 min; Potency, µM (top dose mostly 80 µM), inactives show at the top dose activity change, negative = inhibition, usual class: inhibitors; 0.008% of 240,000 active; AID 2107;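 further: 0% = enzyme with vehicle and -100% = no enzyme basal signal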
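Human spleen homogenate (1 ug) as enzyme source, 4-methylumbelliferyl-alpha-D-galactopyranoside 1 mM final, citrate/phosphate pH 5.0 with 0.01% Tween-20. Compounds 40 min at 37C, NaOH/glycine stop; fluorescence Ex 365/Em 440, Hill-fit AC50.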
ALDH1A1 inh: inhibitors of human aldehyde dehydrogenase 1A1 | Purified ALDH1A1, NADH fluorescence, propionaldehyde substrate | AID 1030 | P00352 | Potency, µM (titrated, usually from 75.3 µM), for the others: at the highest dose activity, negative = inhibition, hits mostly inhibitors | 7.3% of 220,000 active; active means well fitted inhibition curve with a large enough effect, not every such curve was filed as active; inconclusive means small, poorly fitted or top-dose-only effect, or another doubt; inactive means no such curve, though single readings can be large or run the other way;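 further: plate controls were no enzyme wells and a reference inhibitor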
Starred values were filed as active, the others as inactive; ? = inconclusive; . = no result given; & = joins results of further samples; [ ] = dose if it differs, or a comment. Unless noted, the call rests on the fitted dose curve; in most records, active means well fitted curve in the direction sought with a large enough effect; inconclusive means small, poorly fitted or top-dose-only effect, or another doubt; inactive means no such curve, though single readings can be large; an effect the other way counts as inactive or inconclusive. Potency means the concentration at half of the fitted maximal effect. These rows are one share of the data. The share of hits here may be higher or lower than overall.

entry	mol	ALDH1A1 inh	aGal spleen mod	SMN2 splice up	aGlu spleen mod	GoLoco inh red	GAA glycogen	GAA inh	JMJD2E inh
1	COC(=O)C1=C(C)NC(C)=C(C(=O)OC)C1C(=O)OCC(=O)c1ccc(F)cc1	2%	1%	11%	-2%	4%	-5%	7%	?
2	Cc1ccc(-n2cc(CNCCN3CCOC3=O)c(-c3ccc(F)cc3)n2)cc1	?	9%	.	6%	5%	0%	-10%[15.4 µM]	-24%
3	CCOc1cc(/C=C/C(=O)c2ccc(C)cc2)ccc1OCC(=O)N(C)C	?	1%	-15%	-11%	4%	3%	-4%	-2%
4	CSc1ccccc1NC(=O)c1c(C)noc1C	-6%	-2%	-7%	-3%	-9%	-1%	-3%	0%
5	O=C(c1ccc(Cl)c(S(=O)(=O)N2CCCCCC2)c1)N1CCN(c2ccccc2O)CC1	?	-3%	-85%[inhibitor]	-11%	8%	?	-10%	-9%
6	O=c1[nH]c(=O)c2nnc(N/N=C/c3ccccc3F)nc2[nH]1	.	-15%	.	1%	-1%	-3%	.	1%
7	CC1CCN(CCC(=O)Nc2ccc3c(c2)CCC3)CC1	6%	0%	14%	-2%	8%	4%	-3%	-2%
8	O=C(CCCN1C(=O)c2cccnc2C1=O)Nc1ccc(Br)cc1	-6%	-8%	2%	-11%	0%	3%	-1%	-14%
9	O=C(CCC(=O)N1CCN(c2ccc(F)cc2)CC1)c1ccc(F)cc1	-6%	10%	.	1%	10%	-2%	-4%	-7%
10	CCc1nc(N=Nc2c(O)[nH]c3ccccc23)c2c3c(sc2n1)CCC3	-5%	-4%	-13%	-11%	9%	11%	-1%	13%
11	NS(=O)(=O)c1ccc(-c2ccc(C=NC3CCS(=O)(=O)C3)o2)cc1 (stereo unspecified)	-7%	-4%	15%	-11%	11%	9%	-2%	?
12	Cc1cc(C)n2nc(SCc3ccccc3)nc2n1	.	4%	.	0%	1%	7%	.	-5%
13	CCOC(=O)C1=C(C)NC(=S)N(C(C)=O)C1c1ccc(Cl)cc1 (stereo unspecified)	8.9µM*	-4%	10%	2%	0%	-12%	-1%	-6%
14	O=C(CCC(NC(=O)OCc1ccccc1)C(=O)OCC(=O)N1CCCCC1)OCC(=O)N1CCCCC1 (stereo unspecified)	-7%	6%	7%	1%	-10%	1%	-22%	3%
15	COc1ccc(CN2CCCC(C(=O)c3ccc(Cl)cc3)C2)cc1Cn1cncn1 (stereo unspecified)	0%	4%	.	-2%	12%	-16%	-8%	-9%
16	O=Cc1cn(-c2ccccc2)nc1-c1cccnc1	3%	-2%	12%	-9%	8%	23%	6%	-18%
17	O=c1cc(O)c2sc(Nc3ccc(F)c(Cl)c3)nc2[nH]1	7.9µM*	3%	11%	-4%	106%[activator]	-3%	-3%	?
18	Cc1ccc2nc(SC(C(=O)Nc3ccc(F)cc3)c3ccccc3)[nH]c2c1 (stereo unspecified)	10%	6%	-3%	-6%	12%	-3%	?	-3%
19	CC1=CC(C)(C(Cl)Cl)C(C)=CC1=O (stereo unspecified)	5%	4%	-21%	6%	-12%	-11%	-2%	1%
20	Cc1ccc(CNC(=O)CN(C2CCCCC2)S(C)(=O)=O)cc1	6%	5%	-12%	-19%	-1%	3%	-1%	-3%
21	CN1c2ccccc2C(C)(C)C12C=Nc1c(cc(N3CCOCC3)c3ccccc13)O2 (stereo unspecified)	-5%	9%	-19%	3%	2%	-22%	5%	?
22	CCCCCCCc1cc2c(cn1)C(=O)C(C)(OC(C)=O)C(O)=C2Cl (stereo unspecified)	?	-5%	6%	-9%	-1%	.	.	6%
23	CC(C)(C)n1nnnc1C(c1cccc(C(F)(F)F)c1)N1CCC(O)CC1 (stereo unspecified)	-2%	-5%	-3%	1%	10%	-6%	-4%	-1%
24	CC(OC(=O)C1CC1)C(=O)Nc1cc(C(F)(F)F)ccc1Cl (stereo unspecified)	-7%	-11%	-3%	-6%	2%	3%	4%	0%
25	CCC1=C(OC(=O)N(CC)CC)N2C(=O)OC(=NCC3CC3)[C@]2(Cc2ccccc2)[C@H]2C1=CC[C@H]1C(=O)N(CC(=O)OC)C(=O)[C@H]12	3%	-5%&-6%	4%	-10%&-3%	14%&6%	-10%	.	3%&4%

Given with two lines to a compound: part of the list above.
Values in the order – ALDH1A1 inh, aGal spleen mod, SMN2 splice up, aGlu spleen mod, GoLoco inh red, GAA glycogen, GAA inh, JMJD2E inh
(24) CC(OC(=O)C1CC1)C(=O)Nc1cc(C(F)(F)F)ccc1Cl (stereo unspecified)
    -7%, -11%, -3%, -6%, 2%, 3%, 4%, 0%
(25) CCC1=C(OC(=O)N(CC)CC)N2C(=O)OC(=NCC3CC3)[C@]2(Cc2ccccc2)[C@H]2C1=CC[C@H]1C(=O)N(CC(=O)OC)C(=O)[C@H]12
    3%, -5%&-6%, 4%, -10%&-3%, 14%&6%, -10%, ., 3%&4%

The listing continues:
entry	mol	ALDH1A1 inh	aGal spleen mod	SMN2 splice up	aGlu spleen mod	GoLoco inh red	GAA glycogen	GAA inh	JMJD2E inh
26	Cc1cccc(NC(=S)NC2CC3CCCC(C2)N3CC(C)C)c1C (stereo unspecified)	5%	4%	-10%	-16%	6%	-2%	-8%	4%
27	CCOc1ccc(N2C(=O)CC(NCc3ccc(F)cc3)C2=O)cc1 (stereo unspecified)	?	14%	-17%	0%	-10%	-5%	-11%	1%
28	O=C(NNC(=S)NC1CCCCC1)c1cccs1	2%	12%	-38%	-8%	-10%	?	-2%	-4%
29	COCCN(C(=S)Nc1ccc(OC)c(Cl)c1)C1CCN(C(C)C)CC1	-12%	2%	-18%	0%	-2%	1%	1%	3%
30	Cc1oc2ccc(OCc3ccccc3F)cc2c1C(=O)O	3%	9%	-4%	5%	10%	2%	-4%	-3%
31	COc1ccc2nc(Nc3nc(-c4cc5ccccc5oc4=O)cs3)sc2c1	2%	0%	5%	-5%	14%	-3%	-1%	-7%
32	Cc1ccc2c(c1)c1ccc3c(c1n2C)C(=O)C=CC3=O	.	-1%	.	5%	-6%	-3%	.	?
33	O=C(Nc1ccccc1)c1sc2cc(C(F)(F)F)cnc2c1-c1cccs1	?	1%	-19%	1%	5%	-7%	12%	?
34	Fc1ccc2c(c1)C(c1ccncc1)=NNC(c1ccc(Br)cc1)=N2	5%	-7%	-6%	0%	10%	-7%	0%	2%
35	CSCCC(NC(=O)c1ccccc1)C(=O)N/N=C(\C)c1ccccc1 (stereo unspecified)	21%	0%	1%	-4%	5%	3%	-2%	-2%
36	CCOC(=O)/C(C#N)=C/Nc1ccccc1NS(=O)(=O)c1ccc(C)c(C)c1	16%	2%	.	6%	5%	6%	-2%	-27%
37	O=C(NCc1cccnc1)c1ccc(COc2cccc3ccccc23)o1	?	-11%	-31%[inhibitor]	-4%	9%	-2%	-14%	-2%
38	Cc1ccc(-c2ccc3nnc(SCC(=O)NCC4CCCO4)n3n2)cc1 (stereo unspecified)	?	3%	-52%[inhibitor]	1%	17%	-1%	-4%	?
39	COc1ccc(C2=NNC(c3cccnc3)=Nc3ccccc32)cc1	1%	-1%	-15%	2%	20%	4%	-9%	3%
40	O=C(NN1C(=O)c2ccccc2C1=O)C1C2CCCCC21 (stereo unspecified)	?	2%	14%	-9%	0%	6%	3%	-3%
41	COc1cc2ccccc2cc1C(=O)NC(=S)Nc1cccc(C(=O)O)c1C	.	3%	.	2%	21%	-7%	.	?
42	N#Cc1nc(-c2cccs2)oc1NCc1ccc(Cl)cc1	?	14%	-5%	4%	3%	?	?	?
43	Cc1ccc(-n2cc3c(-c4cccc(Br)c4)nnc(C)c3n2)cc1	-9%	-2%	-6%	-4%	18%	7%	2%	7%
44	COCCNC(=O)CSc1nc2ccccc2c2nc(C)nn12	-2%	6%	-2%	-1%	-1%	8%	-2%	-3%
45	Cc1c(C(=O)NCc2cccnc2)sc2nc(-c3ccc(F)cc3)cn12	-6%	6%	-78%[inhibitor]	-7%	5%	-9%	8%	?
46	NC(=O)c1ccc(NC(=O)c2cccc3c2OCCCO3)cc1	5%	1%	.	2%	7%	5%	4%	3%
47	COc1ccc(C2C3=C(CCCC3=O)Nc3ccc4ncccc4c32)cc1OC (stereo unspecified)	?	-9%	.	-18%	7%	-12%	-1%	?
48	CSc1cccc(NC(=O)CCCOc2ccccc2)c1	-8%	10%	?	3%	-5%	-8%	?	-6%
49	CN(C)Cc1ccccc1-c1ccc2ncnc(NC3CCNCC3)c2c1	7%	-3%	-1%	-4%	4%	.	.	0%
50	O=C(CCl)N(c1ccccc1)C1CCS(=O)(=O)C1 (stereo unspecified)	0.063µM*	-4%	-111%[inhibitor]	-5%	-7%	3%	4%	4%
51	CC[C@@H](C)[C@H](NC(=O)C1CCN(C(=O)[C@@H](NS(=O)(=O)c2ccc(C)cc2)C(C)C)CC1)C(=O)O	-12%	12%	8%	2%	-19%	-6%	3%	-22%
52	Cc1ccccc1CC1(CO)CCCN(C(=O)CCCN2CCCCC2=O)C1 (stereo unspecified)	-15%	-1%	.	3%	9%	-2%	-9%	-5%
53	CC(C)n1c(/C=C/c2ccccc2)nc2ccccc21	?	?	11µM*	9%	1%	-7%	?	?
54	O=c1[nH]c(CSc2nc3ccccc3o2)nc2c1cnn2-c1ccccc1	?	-5%	-7%	-2%	24%	3%	-13%	-2%
55	COc1ccc(NC(=O)CN(C)Cc2c(F)cccc2Cl)cc1S(=O)(=O)N1CCCCC1	28µM*	4%	-108%[inhibitor]	5%	10%	2%	?	-1%
56	CCC1=C(OC(=O)N(CC)CC)N2C(=O)OC(=NCc3ccccc3)[C@]2(C)[C@H]2C1=CC[C@H]1C(=O)N(c3ccccc3)C(=O)[C@H]12	-3%	6%&2%	-5%	-8%&0%	4%&9%	0%	.	13%&7%
